HTR5A inv ag: HTR5A inverse agonists in luminescence cell assay, primary screen, counter-screen for OPRM1-OPRD1 heterodimer inverse agonist project, full-deck HTS; 5-hydroxytryptamine receptor 5A (Homo sapiens), P47898; HTR5A cell line, inverse agonism; inhibition, % at 9.3 µM; 340,000 tested, 0.083% active; AID 504634, 2011; in the data active = inhibition mostly above about 23%, no sharp cut-off; inactive = mostly below about 18%;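 note: 0% = cells with DMSO and 100% = no-cell wells with DMSO; some compounds called inactive have numbers as strong as hits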
HTR5A ag: HTR5A agonists in luminescence cell assay, primary screen, counter-screen for OPRM1-OPRD1 heterodimer agonist project, full-deck HTS. cell-based. activation, % at 9.3 µM. 340,000 tested, 0.61% active; in the data active = activation mostly above about 9.5%, no sharp cut-off; inactive = mostly below about 7.6%;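 note: 0% = cells with vehicle only and 100% = reference agonist; strong numbers were not always called active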
OPRM1-OPRD1 inv: inverse agonists of MOR-DOR heterodimerization, primary screen, cell-based, luminescence. Mu-type opioid receptor (Homo sapiens) + Delta-type opioid receptor (Homo sapiens), …. cell-based MOR-DOR heterodimer luminescence, inverse agonism. inhibition, % at 9.3 µM. 340,000 tested, 0.21% active; in the data active = inhibition above about 22%, passing the limit was not always enough;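 note: 0% = cells with DMSO and 100% = wells without cells with DMSO; values of inactives mirror those of a sister screen read the other way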
Pemphigus Ab inh: inhibitors of pemphigus antibody binding to DSG3, primary screen, biochemical, bead-based, flow cytometry, scFv-GFP; Desmoglein-3 (Homo sapiens), P32926; DSG3-coupled beads, scFv-anti-DSG3-GFP binding; hits give low values; binding (percent of control), % at 10 µM; 310,000 tested, 0.48% active; AID 588358, 2011;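 active = binding more than 3 SD below its plate's average and above zero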;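 note: hits lower antibody fragment binding to DSG3; some compounds called inactive have numbers as strong as hits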
Target sequence (P32926 whole entry, looked up, the tested form may be a part): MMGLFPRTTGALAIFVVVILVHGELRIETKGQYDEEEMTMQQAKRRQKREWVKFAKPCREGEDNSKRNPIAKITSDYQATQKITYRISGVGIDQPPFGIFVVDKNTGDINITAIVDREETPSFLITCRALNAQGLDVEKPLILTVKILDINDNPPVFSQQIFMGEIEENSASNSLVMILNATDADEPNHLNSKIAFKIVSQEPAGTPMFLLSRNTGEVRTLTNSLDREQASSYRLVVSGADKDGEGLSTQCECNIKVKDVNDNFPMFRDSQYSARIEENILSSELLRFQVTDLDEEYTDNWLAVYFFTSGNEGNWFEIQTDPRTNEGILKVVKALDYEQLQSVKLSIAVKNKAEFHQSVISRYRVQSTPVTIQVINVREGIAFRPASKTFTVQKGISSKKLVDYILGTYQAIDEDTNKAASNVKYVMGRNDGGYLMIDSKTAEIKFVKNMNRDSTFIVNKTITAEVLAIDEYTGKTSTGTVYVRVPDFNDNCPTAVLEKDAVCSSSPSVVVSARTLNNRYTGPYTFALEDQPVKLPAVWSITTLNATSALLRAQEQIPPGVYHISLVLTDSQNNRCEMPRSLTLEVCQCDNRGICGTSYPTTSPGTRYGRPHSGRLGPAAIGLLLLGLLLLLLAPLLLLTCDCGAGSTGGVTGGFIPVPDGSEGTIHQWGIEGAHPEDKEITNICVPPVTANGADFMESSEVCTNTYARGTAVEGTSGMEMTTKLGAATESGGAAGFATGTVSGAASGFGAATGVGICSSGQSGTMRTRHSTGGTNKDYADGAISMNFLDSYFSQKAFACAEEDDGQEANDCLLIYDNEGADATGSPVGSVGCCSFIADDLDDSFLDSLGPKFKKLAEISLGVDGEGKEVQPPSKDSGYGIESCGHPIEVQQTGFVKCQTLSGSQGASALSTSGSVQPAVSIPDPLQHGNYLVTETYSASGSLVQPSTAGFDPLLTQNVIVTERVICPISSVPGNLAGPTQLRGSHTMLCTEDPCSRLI
OPRM1-OPRD1 ag: agonists of OPRM1-OPRD1 heterodimerization, primary screen, cell-based, luminescence; Mu-type opioid receptor (Homo sapiens) + Delta-type opioid receptor (Homo sapiens), …; cells; activation, % at 9.3 µM; 340,000 tested, 0.3% active; AID 504326, 2011; in the data active = activation above about 18%;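 note: 0% = vehicle-treated cells and 100% = reference agonist; values of inactives mirror those of a sister screen read the other way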
phage Ecoli inh: growth loss of phage-infected E. coli, primary screen, RecBCD inhibitor project, absorbance, with phage, HTS. inhibition, % at 11.9 µM. 360,000 tested, 0.26% active; in the data active = inhibition above about 11%
PfHsp90 set2: growth inhibition of PfHsp90-expressing yeast, primary screen, antimalarial PfHsp90 inhibitor project, S. cerevisiae, BacTiter-Glo luminescence, single point, set 2; AID 504621, 2011; BacTiter-Glo ATP, 48 h; yeast lacking PDR1 and PDR3 efflux regulators; inhibition, % at 9.4 µM; 310,000 tested, 0.32% active;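 active = every replicate shows inhibition above about 80%, whatever the replicate mean, limit read from the data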;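 note: 0% = DMSO neutral controls and 100% = 20 µM radicicol positive controls; yeast relying on Plasmodium falciparum Hsp90 in place of its own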
AddAB inh: growth inhibition of E. coli expressing H. pylori AddAB, primary screen, AddAB inhibitor project, absorbance; inhibition, % at 11.9 µM; 330,000 tested, 0.29% active; AID 435030, 2010; in the data active = inhibition above about 12%;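 note: 0% = vehicle wells of infected cells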
Ecoli viability: E. coli V3065 growth inhibition, primary screen, counter-screen for AddAB inhibitor project, absorbance, OD600. 330,000 tested, 0.27% active. 18 h. AID 449728, 2010. inhibition, % at 11.9 µM;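 active = inhibition above the campaign's mean inhibition across all tested compounds plus 3 SD, cut at about 9.9% in these data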;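 note: uninfected addAB+ strain grown without phage in ampicillin broth; 0% = DMSO wells and 100% = ciprofloxacin 0.95 µg/ml wells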
PKA-R1A act: activators of PKA-R1A holoenzyme, primary screen, biochemical, fluorescence polarization, Cy5-IP20, bovine R1A, mouse PKAc. cAMP-dependent protein kinase type I-alpha regulatory subunit (Bos taurus) + …. PKA-R1A dissociation; scaled: DMSO 0%, 113 µM cGMP 100%. activation, % at 11.4 µM. 340,000 tested, 0.083% active;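 active = percent activation above the mean of all tested compounds plus 3 SD, cut at about 19% in these data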;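 note: higher means more PKAc released from R1A so a rise in polarization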
Mot1-301 SUMO: yeast Mot1-301 growth rescue at high temperature, primary screen, SUMOylation pathway inhibitor project, S. cerevisiae, ATP luminescence, 38.5C; S. cerevisiae Mot1-301 growth rescue; percent above DMSO median, 100 means doubled; growth rescue, % at 18.8 µM; 320,000 tested, 1% active;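 active = every valid replicate shows activation above 250% relative to neutral control wells; inactive = the rest, any valid replicate at or below 250%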;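 note: OY570 slx delta 5 strain wells were the positive control but not used for scaling; some compounds called inactive have numbers as strong as hits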
* hit, by the source's call; x = no result given.

SMILES	HTR5A inv ag	HTR5A ag	OPRM1-OPRD1 inv	Pemphigus Ab inh	OPRM1-OPRD1 ag	phage Ecoli inh	PfHsp90 set2	AddAB inh	Ecoli viability	PKA-R1A act	Mot1-301 SUMO
COc1ccccc1C/C(N)=N/OC(=O)c1cccs1	-3	1	-35	x	7.6	5.3	-9	1.3	1.2	7	-16
CON/C=C(\C=Nc1ccc(Cl)cc1)c1ncc(C(F)(F)F)cc1Cl	-10	-1	-12	108	2.7	3.0	x	0.5	-1.6	-19	-7
O=C(COC(=O)c1ccccc1)Nc1ccccc1Br	-2	-1	11	105	-2.4	3.4	-4	3.3	-0.7	1	-8
COc1ccc(-n2ncc3c(NCCCn4ccnc4)ncnc32)cc1	-35	-2	3	98	-0.6	3.2	13	2.1	0.3	-2	8
COc1cc(OC)c(C(=O)O/N=C(\N)c2cccc(C)c2)cc1OC	-3	1	4	97	-0.8	0.3	-15	0.7	-1.6	-8	140
Cn1nc(NC(=O)C(C)(C)C)c2c(F)cccc21	14	-1	0	106	-0.1	-1.0	2	0.9	-0.5	7	36
COC(=O)C1Cc2ccccc2CN1S(=O)(=O)c1ccc(F)cc1 (configuration not stated)	-30	-2	12	111	-2.4	2.5	-17	1.0	-2.1	-1	2
Cn1c(-c2sc(=S)n(-c3ccccc3)c2N)nc2ccccc21	-12	4	5	97	-0.9	0.9	-2	1.7	-1.2	-2	-2
O=C(/C=C/c1ccccc1)NC(=S)Nc1ncccn1	4	-1	9	96	-1.7	2.4	4	3.2	-0.2	1	316
CCCc1cc(C(=O)N2CCCC(Cc3ccccc3C)(C(=O)OCC)C2)no1 (configuration not stated)	3	-1	-14	102	2.7	3.2	-30	0.3	-1.6	6	-22
Cc1ccc(Nc2ccc(C(=O)NCCc3ccccc3)cn2)cc1	8	-2	-11	103	2.1	0.1	-2	-0.2	-1.9	3	-5
CCC(=O)N/C(N)=N/c1nc2ccccc2o1	-6	2	18	x	-3.7	3.3	-14	3.1	-1.8	-6	-5
O=C(NNS(=O)(=O)c1ccccc1)c1ccc(S(=O)(=O)N2CCCCC2)cc1	1	0	8	102	-1.3	1.8	19	5.7	2.5	5	-2
Cn1c(CCN2CCCCCC2)nc2cc(NC(=O)Nc3ccccc3)ccc21	-14	5	11	100	-1.9	5.3	15	1.6	-2.5	-7	25
COc1cccc(C2CC(=O)C3=C(C2)Nc2ccccc2N(C(=O)CCC(=O)O)C3c2ccc(F)cc2)c1 (configuration not stated)	-1	0	7	100	-1.3	1.9	-15	1.3	-1.6	2	-4
Cc1ccc(Cn2ncn(-c3ccccc3)c2=O)cc1	-7	-3	13	94	-2.4	5.7	2	2.1	-1.6	5	x
Cc1ccc(NS(=O)(=O)c2cccc(C(=O)NCC(c3cccs3)N(C)C)c2)cc1 (configuration not stated)	-6	2	-2	116	0.4	-1.4	x	7.0	-1.3	6	262
CCCCNC(=O)C(CC)(ONc1ccccc1C(F)(F)F)c1ccccc1OC (configuration not stated)	-8	3	10	98	-1.8	1.9	1	2.8	0.2	-12	-2
CC(C)CCCN1C(N(C)C)=NC[C@@H]1Cc1ccccc1	-13	-3	15	100	-2.9	3.3	3	2.8	0.7	-3	208
COc1cc(/C=C2/C(=O)NN(c3ccc(Cl)cc3)C2=O)cc(OC)c1O	-11	3	18	96	-4.0	0.8	-8	0.2	-2.7	-8	17

Reformatted bar-delimited: 5 of the compounds above.
SMILES | HTR5A inv ag | HTR5A ag | OPRM1-OPRD1 inv | Pemphigus Ab inh | OPRM1-OPRD1 ag | phage Ecoli inh | PfHsp90 set2 | AddAB inh | Ecoli viability | PKA-R1A act | Mot1-301 SUMO
Cc1ccc(Nc2ccc(C(=O)NCCc3ccccc3)cn2)cc1 | 8 | -2 | -11 | 103 | 2.1 | 0.1 | -2 | -0.2 | -1.9 | 3 | -5
CCC(=O)N/C(N)=N/c1nc2ccccc2o1 | -6 | 2 | 18 | x | -3.7 | 3.3 | -14 | 3.1 | -1.8 | -6 | -5
O=C(NNS(=O)(=O)c1ccccc1)c1ccc(S(=O)(=O)N2CCCCC2)cc1 | 1 | 0 | 8 | 102 | -1.3 | 1.8 | 19 | 5.7 | 2.5 | 5 | -2
Cn1c(CCN2CCCCCC2)nc2cc(NC(=O)Nc3ccccc3)ccc21 | -14 | 5 | 11 | 100 | -1.9 | 5.3 | 15 | 1.6 | -2.5 | -7 | 25
COc1cccc(C2CC(=O)C3=C(C2)Nc2ccccc2N(C(=O)CCC(=O)O)C3c2ccc(F)cc2)c1 (configuration not stated) | -1 | 0 | 7 | 100 | -1.3 | 1.9 | -15 | 1.3 | -1.6 | 2 | -4

Following part
SMILES	HTR5A inv ag	HTR5A ag	OPRM1-OPRD1 inv	Pemphigus Ab inh	OPRM1-OPRD1 ag	phage Ecoli inh	PfHsp90 set2	AddAB inh	Ecoli viability	PKA-R1A act	Mot1-301 SUMO
CC(=O)c1cccc(CN2CCC(CO)(CCCc3ccccc3)CC2)c1	0	1	-2	99	0.3	0.8	-33	-1.6	1.3	-6	1
COC(=O)c1sccc1NC(=O)c1cc(-c2cc(C)ccc2C)nc2ccccc12	4	1	18	103	-3.4	2.5	25	1.6	-0.8	3	-7
CCOC(=O)c1ccc(N2C(=O)C3CC=CCC3C2=O)cc1 (configuration not stated)	-3	-1	7	104	-1.2	3.1	-4	-1.2	0.7	-7	5
CCc1cccc(NC(=O)Cn2c(-c3ccccc3)cc(C(C)=O)c2C)c1	10	5	-16	x	3.0	1.3	0	4.2	4.6	2	-12
CN(C(=O)CSc1nnc(-c2ccc3c(c2)OCO3)o1)C1CCS(=O)(=O)C1 (configuration not stated)	-1	2	13	99	-3.4	6.9	-1	3.4	-0.2	4	-20
CC1Cc2cc(S(=O)(=O)N3CCN(c4cccc(Cl)c4)CC3)ccc2N1C(=O)C1CC1 (configuration not stated)	-28	5	7	99	-1.4	-1.1	28	3.7	2.6	-5	0
COc1ccc(CCNC(=O)C2CCC(=O)N2S(=O)(=O)c2ccc(C)cc2)cc1 (configuration not stated)	-3	1	17	100	-3.7	2.1	4	0.6	-1.2	1	-2
COc1ccccc1C(=O)Nc1c(C(=O)N2CCN(C)CC2)oc2ccccc12	8	-2	16	107	-3.0	0.6	8	-0.4	2.3	-12	-13
CCC(C)C(NS(=O)(=O)c1ccc(C)cc1)C(=O)O (configuration not stated)	7	-3	2	100	-0.3	6.0	5	1.7	-1.3	15	x
Cc1cc(C)c2c(-n3cccc3)c(NC(=O)OC(C)C)sc2n1	-3	-4	-2	101	0.4	0.9	x	2.3	-2.8	-3	-13
O=[N+]([O-])c1cccnc1NCc1cccs1	-1	1	-1	86	0.2	3.3	x	-1.4	2.3	12	-12
CC(C)(C)n1nc2c(c1NC(=O)c1ccc(Br)cc1)CS(=O)C2 (configuration not stated)	-3	1	1	115	-0.2	2.1	7	1.5	1.5	-4	180
CCOc1ccc(NC(=O)CSc2nnc(-c3ccco3)n2N)cc1	8	-1	10	102	-2.0	1.5	5	-0.8	-1.2	6	-13
COc1cccc(C(=O)Nc2cccc3ccccc23)c1OC	-2	0	1	114	-0.3	1.3	19	3.4	2.1	-3	-7
COc1cccc(C(=O)Nc2cccc(C(C)=O)c2)c1	-2	1	-4	98	0.7	5.5	13	1.0	-0.1	5	17
Cc1ccc(NC(=O)CSc2nccn2C)cc1S(=O)(=O)N1CCOCC1	10	-3	1	102	-0.1	3.5	3	-0.6	-1.9	-4	-36
CCOc1cc(Br)c(C(=O)O)cc1OCC	5	-1	6	105	-1.2	0.9	1	-0.5	-0.2	-9	9
CC(C)Cn1c(=O)c2c(nc3n2CCS3)n(C)c1=O	-19	7	21	x	-4.3	2.8	34	5.2	4.0	-7	-15
Cc1noc(/C=C/c2cccnc2)c1[N+](=O)[O-]	3	-1	-7	90	1.2	2.1	-32	2.2	1.7	-4	44
COc1cc(C(=O)OCC(=O)NC(=O)NCc2ccccc2)ccc1OC(F)F	7	-3	-26	x	6.5	-1.4	19	0.6	-1.2	9	5
CCNc1nc(NC(C)(C)C)nc(N2CCCCC2)n1	-7	3	-57	94	7.9	-0.1	19	-1.0	-2.4	-5	-24
CN1CCOC1c1ccc(C2OCCN2C)cc1 (configuration not stated)	1	0	9	99	-1.9	1.6	x	x	x	6	x
COc1ccc(/C=N/NC(=O)c2cc(Br)ccc2O)cc1Cn1cc(Cl)cn1	16	1	16	89	-3.1	4.7	-8	3.1	-1.2	-9	-1
Cc1nnc(NC(=O)C2CCN(S(=O)(=O)c3cc([N+](=O)[O-])ccc3Cl)CC2)o1	-1	0	-11	x	2.5	6.3	-11	-2.3	-1.8	-8	18
CCOC(=O)[C@H]1[C@H]2COc3ccccc3[C@@H]2N2C(=O)c3cc(F)c(F)cc3NC(=O)[C@@]12C	16	0	12	98	-2.1	1.2	12	4.2	2.0	-10	-9
O=[N+]([O-])c1ccc(N2CCOCC2)cc1NC(c1ccccc1)c1ccccc1	30	-11	-16	93	2.6	1.5	15	0.2	-1.7	-2	-3
COc1ccc(OC)c(NC(=O)Cc2c(C(=O)O)n(C)c3ccccc23)c1	-12	3	3	96	-0.7	3.2	-12	1.6	-1.9	5	4
CO/N=C/NC(=O)Cc1cn(-c2ncc(C(F)(F)F)cc2Cl)c2ccccc12	-11	7	-3	95	0.7	1.7	x	2.8	0.1	1	-7

Compound profiles, as listed above.
Cn1c(CCN2CCCCCC2)nc2cc(NC(=O)Nc3ccccc3)ccc21 is entered as HTR5A inv ag = -14; HTR5A ag = 5; OPRM1-OPRD1 inv = 11; Pemphigus Ab inh = 100; OPRM1-OPRD1 ag = -1.9; phage Ecoli inh = 5.3; PfHsp90 set2 = 15; AddAB inh = 1.6; Ecoli viability = -2.5; PKA-R1A act = -7; Mot1-301 SUMO = 25
COc1ccc(/C=N/NC(=O)c2cc(Br)ccc2O)cc1Cn1cc(Cl)cn1 is entered as HTR5A inv ag = 16; HTR5A ag = 1; OPRM1-OPRD1 inv = 16; Pemphigus Ab inh = 89; OPRM1-OPRD1 ag = -3.1; phage Ecoli inh = 4.7; PfHsp90 set2 = -8; AddAB inh = 3.1; Ecoli viability = -1.2; PKA-R1A act = -9; Mot1-301 SUMO = -1

Compounds as they come, and some 3.2% of all compounds hit somewhere here.
